Screening data: PubChem BioAssay, several laboratories
UHRF1 MBD2 ctr: blocks human UHRF1 binding to methylated DNA; Q96T88; UHRF1 binding to methylated oligo, TR-FRET; inhibition, % at 4.4 µM; actives 0.75% (n = 370,000); in the data active = inhibition above about 21%;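 note: UHRF1 SRA domain binding a hemimethylated CpG hairpin DNA probe; 0% = median of test compound wells and 100% = reference inhibitor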
DDE Tn6 FP inh: inhibitors of Tn6 peptide binding to human fibrin DD(E). AID 720509. actives 0.21% (n = 370,000). inhibition, % at 8.3 µM. P02675. Fibrin DD(E) TRITC-Tn6 fluorescence polarization displacement;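 active = inhibition above a per-campaign cutoff: mean of compounds within control limits plus 3 SD, cut at about 15% in these data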;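 note: 0% = median of all compound wells on the plate and 100% = blocking peptide control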
KLK7 zymogen act: activates the human kallikrein-7 zymogen; P49862; purified proKLK7, EDANS-DABCYL substrate fluorescence; 100% is mature enzyme control, 0% vehicle; activation, % at 7 µM; actives 0.9% (n = 370,000);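 active = activation above the mean of all tested compounds plus 3 SD, computed per campaign excluding outliers beyond control limits, cut at about 13% in these data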
ARFGAP1 inh: inhibits rat ARF GTPase activating protein 1. Arfgap1-stimulated ARF1 GTP hydrolysis, GDP FP detection. inhibition, % at 16.5 µM. Q62848. actives 0.26% (n = 360,000). AID 651572;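 active = inhibition above a per-plate limit, mean inhibition of low control wells plus 3 SD, cut at about 25% in these data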;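 note: 0% = DMSO wells with enzyme and 100% = wells lacking Arfgap1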
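Repeats: one replicate per compound; assay system: rat Arfgap1 catalytic domain, aa 1-136; times: enzyme reaction 120 min at 25 °C after 20 min preincubation; detection: FP of antibody-bound GDP Alexa 633 tracer, ex 620/em 688 nm; benchmarks: high control wells lacking Arfgap1, low control full reaction with DMSO; reagent: human ARF1(Δ1-17)-GTP substrate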
Tn7 DDE FP: DD(E)-Tn7 binding inhibition, primary FP screen | FP displacement of FITC-Tn7 peptide from fibrin DD(E); 0% = median of compound wells per plate | actives 0.13% (n = 370,000) | inhibition, % at 8.3 µM;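 active = inhibition above the mean of compounds falling within the control limits plus 3 SD of them, cut at about 14% in these data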;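 note: 0% = plate median of compound wells and 100% = 10 µM Aha-Tn7 peptide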
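system = human fibrin DD(E) protein | quantity = DD(E) 2 µM final | medium = Tris/NaCl/CaCl2 buffer, pH 7.8 | also added = labelled Tn7 tracer, 0.1 µM | compound dosing = single point at 8.3 µM | timing = compound with protein 10 min, then 3 h after probe, room temperature | signal = FP measurement | benchmarks = Aha-Tn7 high control | repeats = one replicate per compound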
HGIII-sPLA2 inh: Blocks human group III sPLA2 activity. Q9NZ20. QFRET BODIPY PC-A2 liposome hydrolysis, fluorescence. inhibition, % at 12.2 µM. actives 0.56% (n = 370,000);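 active = inhibition above mean plus 3 SD of compounds lying within the high and low control bounds, cut at about 19% in these data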;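 note: 0% = median of test compound wells and 100% = no enzyme DMSO wells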
Rev-erbA mod: modulates human Rev-erb alpha binding to DNA. P20393. Rev-erbα–FITC-DNA binding, fluorescence polarization, 90 min. activity, % at 10 µM. actives 0.79% (n = 370,000). AID 1259318;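 active = activity above about 14%, limit read from the data; passing the limit was not always enough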;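 note: 0% = DMSO wells with 35 nM protein and 100% = DMSO wells with 750 nM protein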
PLCb3 inh: inhibitors of human phospholipase C beta3 | Q01970 | Purified PLC-beta3, fluorogenic substrate, fluorescence | inhibition, % at 12.2 µM | actives 0.18% (n = 370,000) | AID 720704; in the data active = inhibition above about 11%;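 note: 0% = median of compound wells on plate and 100% = full blocker control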
ASAP1 GAP inh: ASAP1 ArfGAP inhibition. ASAP1-stimulated ARF1 GTP hydrolysis, GDP FP detection. inhibition, % at 16.5 µM. actives 0.19% (n = 360,000). AID 624377; in the data active = inhibition above about 25%;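 note: 0% = vehicle with enzyme and substrate and 100% = no enzyme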
PLC-gamma1 inh: blocks human PLC-gamma1 enzyme activity | P19174 | purified PLC-gamma1, fluorogenic substrate, fluorescence | inhibition, % at 12.2 µM | actives 0.84% (n = 370,000) | AID 720700; in the data active = inhibition above about 9.5%
Target sequence (P19174 whole entry, looked up): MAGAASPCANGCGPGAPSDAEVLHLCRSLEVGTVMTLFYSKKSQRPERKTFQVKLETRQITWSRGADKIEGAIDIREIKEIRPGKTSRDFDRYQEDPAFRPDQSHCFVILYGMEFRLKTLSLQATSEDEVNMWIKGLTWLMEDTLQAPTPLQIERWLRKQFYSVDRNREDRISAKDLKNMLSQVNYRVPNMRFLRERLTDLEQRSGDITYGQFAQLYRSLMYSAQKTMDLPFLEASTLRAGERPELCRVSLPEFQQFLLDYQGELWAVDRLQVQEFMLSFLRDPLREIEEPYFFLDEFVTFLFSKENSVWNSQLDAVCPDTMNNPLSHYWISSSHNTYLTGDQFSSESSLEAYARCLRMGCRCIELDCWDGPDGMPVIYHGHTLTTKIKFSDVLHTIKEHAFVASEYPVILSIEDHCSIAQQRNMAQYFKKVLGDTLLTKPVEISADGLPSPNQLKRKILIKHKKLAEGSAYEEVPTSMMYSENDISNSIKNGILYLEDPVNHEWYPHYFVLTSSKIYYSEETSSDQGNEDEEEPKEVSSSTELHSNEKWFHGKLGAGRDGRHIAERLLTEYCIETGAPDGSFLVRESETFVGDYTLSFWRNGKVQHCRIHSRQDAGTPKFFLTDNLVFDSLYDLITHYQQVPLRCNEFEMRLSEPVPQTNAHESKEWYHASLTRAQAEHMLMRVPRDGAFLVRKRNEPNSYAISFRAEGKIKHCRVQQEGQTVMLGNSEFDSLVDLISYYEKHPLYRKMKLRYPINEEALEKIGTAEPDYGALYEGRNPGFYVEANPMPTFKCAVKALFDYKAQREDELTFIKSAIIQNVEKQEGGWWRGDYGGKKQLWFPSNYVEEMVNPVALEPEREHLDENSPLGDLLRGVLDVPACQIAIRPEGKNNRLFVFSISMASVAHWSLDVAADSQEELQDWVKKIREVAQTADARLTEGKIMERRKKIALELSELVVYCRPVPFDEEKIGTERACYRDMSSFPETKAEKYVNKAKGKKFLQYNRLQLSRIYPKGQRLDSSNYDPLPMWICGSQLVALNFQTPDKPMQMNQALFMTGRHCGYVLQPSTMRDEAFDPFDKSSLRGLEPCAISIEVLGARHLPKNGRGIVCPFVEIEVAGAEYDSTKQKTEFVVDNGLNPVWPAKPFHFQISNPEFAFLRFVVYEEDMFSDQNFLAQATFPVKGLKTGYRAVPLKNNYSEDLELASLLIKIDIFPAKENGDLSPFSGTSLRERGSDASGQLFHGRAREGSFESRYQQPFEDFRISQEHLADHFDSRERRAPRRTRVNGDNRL
An asterisk follows results filed as active; nt = not tested or not shown.

Molecule,UHRF1 MBD2 ctr,DDE Tn6 FP inh,KLK7 zymogen act,ARFGAP1 inh,Tn7 DDE FP,HGIII-sPLA2 inh,Rev-erbA mod,PLCb3 inh,ASAP1 GAP inh,PLC-gamma1 inh
O=C(CC(c1ccccc1)c1ccccc1)NCC1CCCO1 (configuration not stated),1,-8,0.5,4,0,-5,-3,3,6,5
CCOC(=O)Cc1csc(NC(=O)c2csc3c2CCCC3)n1,1,1,-0.4,3,9,-1,1,-11,0,-6
COc1ccccc1NC(=O)C(C)N1C(=O)c2ccccc2C1=O (configuration not stated),0,6,0.0,9,2,3,0,-2,1,0
O=C(NC12CC3CC(CC(C3)C1)C2)c1cc(F)c(F)c(F)c1F,3,0,0.4,-10,2,9,0,-6,2,2
CN1CCN(c2ncnc3c2ncn3[C@H]2CN(Cc3ccc(-c4ccccc4)cc3)C[C@@H](CO)O2)CC1,1,-4,0.6,12,-7,-13,-4,5,3,3
CC1(C)C(=O)C2(CCCCC2)C(=O)OC1c1cccs1 (configuration not stated),2,-7,-0.7,18,0,5,4,1,1,0
COC(=O)C1C(=O)C2=C(CC1C)NC(C)=C(C(=O)OC(C)C)C2c1ccc(C)o1 (configuration not stated),0,1,1.5,-16,4,-7,2,-15,0,-14
Cc1onc(-c2ccccc2)c1C(=O)N/N=C/c1c(F)cccc1Cl,-1,0,0.4,10,-1,3,-2,-4,3,5
Cc1cc(C=O)c(C)n1-c1ccc(N2CCCCC2)c([N+](=O)[O-])c1,-2,1,0.4,0,4,1,4,2,-6,1
O=C(Cc1cccs1)N[C@@H]1c2ccccc2CC[C@H]1OCc1ccccc1,19,1,0.3,-8,-2,-2,3,3,-14,5
Cc1cc(C)c(C(=O)N2CCCC(CNS(=O)(=O)c3cccs3)C2)o1 (configuration not stated),1,2,0.4,2,-2,3,-2,-6,2,0
OC(c1ccccc1)(c1ccccc1)C1CCN(CCCOc2ccc(Br)cc2)CC1,3,6,0.3,nt,-15,-12,0,4,nt,4
COc1ccc(C(=O)N/C(=C/c2cccs2)C(=O)NCCCn2ccnc2)cc1OC,1,2,-0.2,-3,-2,-3,-6,-1,-2,-2
COc1ccc(NC(=O)CN2C(=O)CSc3ccc(S(=O)(=O)N4CCC(C)CC4)cc32)cc1,-2,8,0.0,0,0,-16,4,0,-1,4
CC(=O)NC1CCCc2c1cnn2-c1ccc(C(C)(C)C)cc1 (configuration not stated),1,2,0.1,2,4,10,1,-6,-5,-4
COc1ccc(C(=O)COC(=O)CNC(=O)c2cccs2)cc1Br,-1,4,0.7,-6,5,1,0,-7,-3,1
O=C1CSC(=S)N1c1cccnc1,0,2,1.0,13,0,1,-1,1,-1,-5
CCC(C)c1ccc(S(=O)(=O)N2CCN3CCCC3C2)cc1 (configuration not stated),0,-7,-0.3,4,-12,-7,-3,-9,-1,0
COc1ccc(C(=O)NCC(=O)OCC(=O)N2CC(C)OC(C)C2)cc1OC (configuration not stated),0,-4,-0.7,12,-10,1,-4,0,11,-4
O=C1NC(=O)C(=Cc2ccc(Cl)cc2Cl)S1,2,2,0.0,-8,-1,-26,2,-6,-30,-1
NC(=O)c1ccccc1OCC(=O)NC12CC3CC(CC(C3)C1)C2,-1,-2,-0.1,-2,1,2,-3,0,10,0
CCOc1ccc(N2C(=O)c3cccnc3C2Nc2ccc(OC)cc2)cc1 (configuration not stated),4,0,0.1,1,-1,0,-1,-4,7,-1
O=C1CCc2cc(S(=O)(=O)Nc3ccccc3Cl)ccc2N1,0,-5,0.0,11,7,6,-7,-3,-2,-2
CCc1ccc(NC2=NCC(c3ccccc3)S2)cc1 (configuration not stated),14,-2,-0.4,0,4,-3,-3,-5,2,3
COC(=O)C[C@@H]1C=C[C@@H](NC(=O)Nc2cccc(F)c2)[C@@H](CO)O1,1,0,0.1,-7,-1,1,2,1,10,4
CC(C)(C)NC(=O)C(c1ccc(-c2ccccc2)cc1)N(C[C@H]1CC[C@@H]([C@@H]2CC[C@H](CO)O2)O1)C(=O)c1ccc(C(C)(C)C)cc1 (some centres not stated),0,-4,-0.4,7,-5,-15,-4,3,15,2
O=C(/C=C/c1ccccc1Cl)Nc1ccc(S(=O)(=O)Nc2ncccn2)cc1,-2,-2,0.0,-1,-3,-12,-1,-1,-5,4
CCOc1ccc(C2CC(c3ccccc3)Nc3nc(N)nn32)cc1 (configuration not stated),5,8,-0.1,8,-2,10,2,-14,14,-3
Cc1ccc(/C=C/c2ccc(N(C)C)cc2)[n+](C)c1,-48,-4,0.9,9,-19,1,37*,-54,-12,-38
CCc1ccc(N2CC(C(=O)N/N=C/c3cc([N+](=O)[O-])ccc3O)CC2=O)cc1 (configuration not stated),-2,-2,0.8,4,-6,-5,0,1,-3,0
Cc1cc(OCc2cc(C(=O)NCCN3CCCCC3CO)no2)cc(C)c1Cl (configuration not stated),0,-1,0.8,4,-3,-13,-11,-5,0,0
Cn1cccc1C(=O)NC(=O)COC(=O)c1ccccc1O,1,0,2.6,-1,6,1,-4,-11,-3,-5
O=C(Nc1sc2c(c1C(=O)NCc1cccnc1)CCCC2)c1ccco1,1,-4,1.1,8,-2,4,5,-276,-3,-209
COc1ccc(OC)c(NC(=O)c2ccc3c(c2)C(=O)N(c2ccc(OC(C)=O)cc2)C3=O)c1,-6,5,0.1,-6,0,0,-3,-1,10,1
Cc1ccc2cc(CN(c3ccc(C)c(C)c3)S(C)(=O)=O)c(=O)[nH]c2c1,-1,-1,0.3,9,-9,-28,-4,-3,3,1
COCCCNC(=S)Nc1cc(C)c(C)cc1C,-1,3,0.1,-4,-6,17,2,-5,4,2
Cc1ccccc1NC(=O)c1cc([N+](=O)[O-])ccc1NCCN1C(=O)CCC1=O,1,-5,-0.2,1,-8,-5,-5,-2,2,0
COc1cc([N+](=O)[O-])cc2cc(C(=O)NC(C)(C)C)c(=O)oc12,1,-1,0.1,4,-8,0,3,2,-5,1
O=C(NC(=S)Nc1ccc(S(=O)(=O)Nc2ncccn2)cc1)c1ccc(Br)cc1,2,-4,0.0,-5,3,7,-1,-3,3,-2
CC1CN(S(=O)(=O)c2ccc(C(=O)O)cc2)CC(C)O1 (configuration not stated),5,7,-0.4,1,-3,-2,-2,-9,10,0
Cc1ccc(NC(=O)COC(=O)C2C3CC4OC(=O)C2C4C3)cc1Cl (configuration not stated),-3,3,0.8,-7,-5,-11,1,-4,-8,0
CC(C)(C)C(=O)Nc1ccccc1C(=O)NCc1ccco1,-2,-5,0.3,4,-4,3,-1,-2,1,1
CC1Cc2ccccc2N1C(=O)Cn1c(=O)cc(O)c2ccccc21 (configuration not stated),-1,7,0.0,19,-1,-1,-3,0,-1,1
Cc1nc(C(C)(C)O)n(-c2ccccc2)n1,-3,3,-0.2,2,9,-2,2,6,2,-1
CCn1c(CNC(=O)c2ccccc2F)nnc1SCC(=O)NC1CCCCC1,0,0,0.2,0,-3,0,10,0,2,-2
COC(=O)c1ccc(COc2ccccc2/C=N/NS(=O)(=O)c2ccccc2)cc1,-1,-10,0.2,-4,0,-26,-2,-5,4,-1
O=C(O)/C=C/C(=O)NCCc1cccc(Cl)c1,0,4,-0.1,3,5,-2,0,2,-4,0

Molecules shown so far with an aryl methoxy group, in the order listed:
Molecule,UHRF1 MBD2 ctr,DDE Tn6 FP inh,KLK7 zymogen act,ARFGAP1 inh,Tn7 DDE FP,HGIII-sPLA2 inh,Rev-erbA mod,PLCb3 inh,ASAP1 GAP inh,PLC-gamma1 inh
COc1ccccc1NC(=O)C(C)N1C(=O)c2ccccc2C1=O (configuration not stated),0,6,0.0,9,2,3,0,-2,1,0
COc1ccc(C(=O)N/C(=C/c2cccs2)C(=O)NCCCn2ccnc2)cc1OC,1,2,-0.2,-3,-2,-3,-6,-1,-2,-2
COc1ccc(NC(=O)CN2C(=O)CSc3ccc(S(=O)(=O)N4CCC(C)CC4)cc32)cc1,-2,8,0.0,0,0,-16,4,0,-1,4
COc1ccc(C(=O)COC(=O)CNC(=O)c2cccs2)cc1Br,-1,4,0.7,-6,5,1,0,-7,-3,1
COc1ccc(C(=O)NCC(=O)OCC(=O)N2CC(C)OC(C)C2)cc1OC (configuration not stated),0,-4,-0.7,12,-10,1,-4,0,11,-4
CCOc1ccc(N2C(=O)c3cccnc3C2Nc2ccc(OC)cc2)cc1 (configuration not stated),4,0,0.1,1,-1,0,-1,-4,7,-1
COc1ccc(OC)c(NC(=O)c2ccc3c(c2)C(=O)N(c2ccc(OC(C)=O)cc2)C3=O)c1,-6,5,0.1,-6,0,0,-3,-1,10,1
COc1cc([N+](=O)[O-])cc2cc(C(=O)NC(C)(C)C)c(=O)oc12,1,-1,0.1,4,-8,0,3,2,-5,1
